RXFP1 antag: qHTS Assay for Antagonists of the Relaxin Receptor RXFP1; HEK293-RXFP1, relaxin-stimulated cAMP HTRF, 30 min; active compounds read low; activity change, negative = inhibition, % at 57.5 µM; 0.59% of 350,000 active; AID 1259400, 2018;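 active = activity change of -60% or lower, but not beyond a set lower limit; inconclusive = change between -60% and -40%, or beyond the set limit; inactive = change above -40%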; note: % is set by controls: 0 for no effect and ±100 for the full control effect
GRP78 ERSR act: qHTS for Inducers of the Endoplasmic Reticulum Stress Response (ERSR) in Human Glioma: qHTS; 0.02% of 420,000 active; Potency, µM, for inactives: at the highest dose activation, usual class: activators; U87-MG GRP78 promoter luciferase reporter, 16 h; note: potency is the fitted concentration of half-maximal effect; series mostly up to about 76 µM; % of control where 0% means no effect; nearly all actives have a fitted effect of over 35% in size
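Stably transfected U87-MG glioma cells carrying a GRP78-based luciferase sensor; 16 h compound incubation. Luminescence end-point read 10 min after Bright-Glo addition at room temperature.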
D2 potentiator: HTS Assay for Positive Allosteric Modulators of the Human D2 Dopamine Receptor: Primary Screen for Potentiators; D(2) dopamine receptor (Homo sapiens), P14416; HEK293 T-REx D2, calcium flux, EC20 dopamine potentiation; potentiation, % at 10 µM; 0.34% of 340,000 active; AID 485347, 2010;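 active = potentiation over 3 SD above the plate norm, cut at about 30% in these data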; note: 0% is about no effect
Target sequence (P14416 whole entry, looked up): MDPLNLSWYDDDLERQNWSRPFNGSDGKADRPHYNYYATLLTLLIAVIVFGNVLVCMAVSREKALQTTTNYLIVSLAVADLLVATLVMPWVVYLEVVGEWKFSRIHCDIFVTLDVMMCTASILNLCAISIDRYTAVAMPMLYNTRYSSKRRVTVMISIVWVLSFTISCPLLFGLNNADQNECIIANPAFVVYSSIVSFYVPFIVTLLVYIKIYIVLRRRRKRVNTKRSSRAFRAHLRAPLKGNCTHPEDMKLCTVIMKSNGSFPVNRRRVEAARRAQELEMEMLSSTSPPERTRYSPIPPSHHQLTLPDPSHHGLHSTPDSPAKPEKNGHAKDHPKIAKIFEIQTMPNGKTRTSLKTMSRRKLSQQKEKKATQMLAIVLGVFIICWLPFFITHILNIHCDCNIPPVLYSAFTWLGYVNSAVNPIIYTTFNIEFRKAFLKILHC
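Tetracycline-induced Hek293 Trex D2 cells, force-coupled to calcium, loaded with no-wash calcium dye. Compound added with 180 s kinetic read for agonism, then EC20 dopamine and a further 180 s read for potentiation.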
Vif-APOBEC3F blk: qHTS for Inhibitors of Vif-A3F Interactions: qHTS; HeLa A3F-eYFP + Vif (tagged APOBEC3F with the HIV-1 protein that degrades it), YFP fluorescence increase; Potency, µM (titrated, usually from 46.1 µM), without a hit: top-dose activity, negative = active; 0.2% of 390,000 active; note: potency is the fitted concentration of half-maximal effect; % of control where 0% means no effect; nearly all actives have a fitted effect of over 65% in size
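HeLa cells stably expressing Vif plus C-terminally eYFP-tagged A3F were seeded, incubated overnight at 37 deg C, dosed with compound, incubated overnight again at 37 deg C. Yellow fluorescence (Ex 488/Em 500-530) reported blocked Vif-mediated A3F-eYFP degradation.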
D1 agonist: Allosteric Agonists of the Human D1 Dopamine Receptor: qHTS; D(1A) dopamine receptor (Homo sapiens), P21728; activation, % at 2 µM; 1% of 360,000 active; AID 504660, 2011; HEK293 T-REx D1 cells, calcium flux, agonist mode; in the data active = activation above about 30%; note: 0% is about no effect
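Agonism was scored from calcium flux recorded over 180 s (1 read/s) after pintool compound addition, following a 10-cycle baseline. Cells were inducible force-coupled HEK293 TREx D1, plated overnight at 30 C and loaded with no-wash calcium dye.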
D1 antag: Antagonist of Human D 1 Dopamine Receptor: qHTS. D(1A) dopamine receptor (Homo sapiens), P21728. HEK293 TREx D1 cells, calcium flux, dopamine EC80; active compounds read low. activity change, negative = inhibition, % at 10 µM. 3.2% of 360,000 active. AID 504652, 2011; in the data active = activity change below about -30%; note: % is set by controls: 0 for no effect and ±100 for the full control effect
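Using tetracycline-induced force-coupled D1 Hek293 cells and a calcium dye, signals were followed for 180 s after compound, then for 180 s after EC80 dopamine, to detect inhibitors.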
D1 potentiator: Potentiators of Human D1 Dopamine Receptor: qHTS | AID 504651, 2011 | 0.036% of 360,000 active | HEK293 TREx D1 cells, calcium flux, dopamine EC20 potentiation | potentiation, % at 10 µM | D(1A) dopamine receptor (Homo sapiens), P21728; in the data active = potentiation above about 30%; note: 0% is about no effect
Vif-APOBEC3G blk: qHTS for Inhibitors of Vif-A3G Interactions: qHTS | Potency, µM (titrated, usually from 46.1 µM), for inactives: at the highest dose activity, negative = active, usual class: inhibitors | AID 602310, 2012 | 0.076% of 410,000 active | DNA dC->dU-editing enzyme APOBEC-3G (Homo sapiens), Q9HC16 | HeLa A3G-eYFP + Vif (tagged APOBEC3G with the HIV-1 protein that degrades it), YFP fluorescence, overnight;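 note: potency is the fitted concentration of half-maximal effect; % is set by controls: 0 for no effect and ±100 for the full control effect; nearly all actives have a fitted effect of over 60% in size; hits raise eYFP signal because A3G escapes Vif-driven loss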
Target sequence (Q9HC16 whole entry, looked up): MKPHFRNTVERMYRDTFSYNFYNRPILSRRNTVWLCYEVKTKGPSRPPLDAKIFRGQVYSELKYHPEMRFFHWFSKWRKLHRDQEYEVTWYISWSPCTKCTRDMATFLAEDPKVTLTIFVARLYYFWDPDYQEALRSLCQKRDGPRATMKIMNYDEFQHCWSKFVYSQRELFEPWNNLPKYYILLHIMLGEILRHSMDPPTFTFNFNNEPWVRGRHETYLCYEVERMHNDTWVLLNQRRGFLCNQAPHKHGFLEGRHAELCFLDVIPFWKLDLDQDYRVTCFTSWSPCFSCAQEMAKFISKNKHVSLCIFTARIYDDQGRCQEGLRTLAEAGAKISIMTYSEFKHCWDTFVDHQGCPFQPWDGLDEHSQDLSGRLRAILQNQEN
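HeLa cells stably expressing Vif and C-terminally eYFP-tagged A3G, seeded overnight at 37 deg C, then exposed to compound by pintool overnight at 37 deg C. Rise in yellow fluorescence (Ex 488/Em 500-530, Acumen) marks blocked Vif-driven A3G degradation.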
RXFP1 ag: qHTS Assay for Agonists of the Relaxin Receptor RXFP1; Relaxin receptor 1 (Homo sapiens), Q9HBX9; HEK293T-RXFP1 cAMP TR-FRET, 30 min; response scale: percent of porcine relaxin response, buffer zero; Potency, µM (series often up to 57.5 µM), inactives show at the highest dose activation, usual class: activators; 0.3% of 370,000 active; note: potency is the fitted concentration of half-maximal effect; % is set by controls: 0 for no effect and ±100 for the full control effect; nearly all actives have a fitted effect of over 60% in size; many of its hits are not listed in these tables
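Agonist response is measured as cAMP accumulation in an RXFP1-transfected HEK293T line under PDE4 inhibition. Values are scaled between buffer-only and 29 nM porcine relaxin, and EC50s come from standard Hill equation fits.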
* marks the source's active call; other numbers are inactive results; ? = inconclusive; . = not tested or not shown. Unless noted, calls come from the whole dose curve; as a rule, active = well fitted curve in the direction sought with a large enough effect; inconclusive = small, poorly fitted or top-dose-only effect, or another doubt; inactive = no such curve, though single readings can be large; an effect the other way counts as inactive or inconclusive.

smiles,RXFP1 antag,GRP78 ERSR act,D2 potentiator,Vif-APOBEC3F blk,D1 agonist,D1 antag,D1 potentiator,Vif-APOBEC3G blk,RXFP1 ag
CCc1ccc(-n2c(Cn3nc(C(F)(F)F)cc3C)n[nH]c2=S)cc1,-31,-6%,7,-6%,4,3,-3,-2%,-1.5%
N#CCC(=O)NC1CCC(CC2CCC(NC(=O)CC#N)CC2)CC1 (configuration not stated),0,-3%,11,-9%,7,7,-7,1%,-0.1%
O=C(Nc1ccc(Cl)cc1)c1cc(Br)ccc1OCC(=O)N1CCOCC1,-11,-4%,-5,-20%,2,-22,-9,1%,-2.3%
COc1nc(OC)nc(N2CCCCCC2)n1,-8,-2%,4,-6%,0,-17,8,0%,1.1%
COc1ccc(CN2CC(C(=O)NCCc3ccc(Cl)cc3)CC2=O)cc1 (configuration not stated),-13,0%,-4,-3%,4,-8,-6,2%,-1.1%
O=c1c(-c2ccc3c(c2)OCCO3)coc2c(CN3CCOCC3)c(O)ccc12,-5,5%,7,-4%,4,-2,2,-8%,3.3%
Oc1c(C=Nc2cccc3cccnc23)sc2ccccc12,.,.,5,.,158*,-24,0,.,-1.0%
CCCc1c(C(=O)N/N=C(\C)c2cc(C)sc2C)nnn1-c1nonc1N,5,-3%,.,-8%,.,.,.,0%,.
Nn1c(SCC(=O)Nc2ccc3c(c2)OCO3)nnc1-c1ccccc1,11,0%,-3,-13%,1,2,-2,0%,2.1%
Cc1noc(C)c1COC(=O)c1ccc2c(c1)OCCO2,-14,4%,-8,4%,4,-3,-2,4%,-0.8%
COc1ccc(S(=O)(=O)c2c(C(=O)c3ccc(C)c(C)c3)cnc3ccc(F)cc23)cc1,5,-3%,1,0%,5,0,-3,-24%,-0.5%
C=CCN1C(=O)c2ccc(C(=O)OCC(=O)Nc3ccc(S(N)(=O)=O)cc3)cc2C1=O,-29,-2%,0,-3%,2,-4,1,-1%,-0.7%
Cc1cc(Br)cc(Br)c1OCC(=O)NNC(=O)Nc1ccccc1,-9,-9%,.,2%,.,.,.,0%,.
Cc1ccc(C(=O)N2CCCC(Nc3ccc(F)c(F)c3)C2)cn1 (configuration not stated),-5,-2%,-5,-21%,2,10,0,6%,-0.1%
COc1cccc(C2c3[nH]c4ccccc4c3CCN2CCCn2cccn2)c1 (configuration not stated),-4,-3%,5,4%,-1,-14,1,-4%,-1.7%
CCn1c(SCC(=O)Nc2ccc(C)cc2)nnc1-c1ccccn1,-6,-3%,-15,1%,3,-4,1,-3%,0.6%
COc1ccc(CC(=O)N2CCN=C2SC)cc1,.,0%,-1,-1%,3,-79*,.,6%,0.1%
O=C(Nc1ccccc1)N1CCCc2ccccc21,-20,-1%,47*,-4%,0,-5,-6,0%,2.2%
Cc1onc(NC(=O)c2ccc(Cl)cc2Cl)c1Br,-11,4%,0,-15%,4,-12,-2,-5%,-0.6%
Cc1cc(C)cc(NC(=O)COc2ccc3c(C)c(Cc4ccccc4)c(=O)oc3c2)c1,.,.,8,.,2,-29,-7,.,3.6%
COc1cc2[nH]c(=O)n(CCCC(=O)N3CC=C(c4ccccc4)CC3)c(=O)c2cc1OC,-8,-2%,4,-8%,0,-2,-5,-7%,3.2%
CCN(CC)S(=O)(=O)c1ccc2oc(Nc3ccc4c(c3)OCCO4)nc2c1,1,-3%,2,-8%,0,-13,-2,2%,-2.3%
O=C1CC(NS(=O)(=O)c2ccc([N+](=O)[O-])cc2)CN1c1ccc2c(c1)OCCO2 (configuration not stated),-15,-2%,10,-2%,16,7,-2,0%,-0.1%
CCOc1ccc2nc(SCC)[nH]c2c1,-4,-3%,-6,2%,1,-4,-5,0%,-3.3%
Oc1ccc(/C(Cc2ccc3ccccc3n2)=N\Nc2ccccc2)c(O)c1,-10,-4%,4,14%,2,4,-3,-33%,1.2%
Cc1ccc(NC(=O)CCOc2ccccc2)c(C)c1,9,-5%,-4,-9%,1,2,0,-5%,0.6%
O=C(c1cccs1)N1CCc2ccccc2C1,-26,4%,.,13%,1,20,1,0%,-0.4%
COc1ccc(CSCC(=O)Nc2ccccc2)cc1[N+](=O)[O-],-5,-12%,11,?,2,-3,2,-8%,-1.3%
O=C(Nc1ccccc1Br)c1c(F)cccc1Cl,-4,-2%,7,5%,0,-18,-4,-8%,3.0%
CCN(CC)C(=O)Sc1cccc2cccnc12,-5,-2%,-8,-2%,0,3,-4,2%,0.8%
Cc1cccc(-n2cnc3c(c2=O)c2nc4ccccc4nc2n3Cc2ccco2)c1,-15,-3%,24,4%,2,-10,-1,-9%,4.9%
COc1cc(/C=N\NC(=O)c2ccc(-c3ccccc3)cc2)ccc1OCC(N)=O,-25,-5%,2,2%,1,-12,-6,-10%,0.3%
Cc1c(C#N)c(=O)oc2ccc3ccccc3c12,2,0%,.,-4%,.,.,.,-1%,5.2%
Cc1ccc(-n2ncc3c(N4CCN(CCO)CC4)ncnc32)cc1Cl,-13,-2%,-10,0%,6,-27,-3,2%,1.0%
COc1ccccc1NC(=O)C1=C(C)Nc2nc(-c3ccccc3)nn2C1c1ccccn1 (configuration not stated),-14,-3%,7,-5%,0,4,-3,-8%,-0.3%
COc1cc(/C=N/NC(=O)c2ccccc2O)ccc1OCC(=O)Nc1ccccc1,.,-7%,1,3%,3,-2,-8,?,3.2%
CC(C)Cc1cc(C(=O)NCCN2CCOCC2)no1,.,-2%,4,3%,1,8,-5,-8%,0.7%
COc1ccc(OC)c(/C=N/NC(=O)Cc2nc3ccccc3[nH]2)c1,10,-5%,6,-4%,1,10,0,-18%,4.2%
CN(C(=O)c1c[nH]c(=O)cc1C(F)(F)F)c1ccc(Cl)cc1,8,-6%,8,7%,8,7,0,-1%,2.0%
CCNC(=S)N/N=C/c1sccc1C,.,.,11,.,0,4,-4,.,0.8%
COc1ccc(Cl)cc1NC(=S)NNC(=O)c1cccnc1,-2,-1%,3,4%,0,-5,1,-1%,-0.3%
COc1cccc(-c2nc(CS(=O)(=O)CC(=O)N3CCOCC3)c(C)o2)c1,21,-6%,2,0%,5,3,-4,-12%,1.3%
O=C(Cn1cc(C(=O)c2ccccc2)c(=O)c2cc3c(cc21)OCCO3)Nc1ccc(F)c(F)c1,.,-4%,0,-6%,6,22,-2,-3%,-2.2%
CCc1cn(C2CC(O)C(CO)O2)c(=O)[nH]c1=O (configuration not stated),-4,-2%,-1,1%,2,-35*,-4,-16%,-0.8%
C[C@H]1CN([C@@H](C)CO)C(=O)c2cc(-c3cccc(C(=O)N(C)C)c3)cnc2O[C@H]1CN(C)C(=O)Cc1ccccn1,12,1%,.,2%,.,.,.,-9%,.
COc1ccc(/C=N/NC(=O)c2ccc(Cn3cc([N+](=O)[O-])cn3)o2)c(OC)c1C,-2,-6%,-8,0%,0,12,-8,2%,0.8%
COc1ccccc1CCC(=O)NNC(=O)c1ccccc1,-2,0%,-4,10%,3,-8,-2,-9%,0.1%
Clc1ccc(-c2noc(CSc3nnc(-c4ccncc4)n3-c3ccccc3)n2)cc1,-11,-3%,-8,-7%,8,-13,-3,0%,0.0%
O=C(CSc1nc2cc(Cl)ccc2o1)NCCc1ccccc1,-4,-3%,.,-3%,3,17,3,-3%,2.4%
Cc1nn2c(CN(C(=O)COc3ccccc3)c3ccccc3)nnc2c2ccccc12,.,-4%,0,-9%,2,0,2,0%,9.2%

Other results.
smiles,RXFP1 antag,GRP78 ERSR act,D2 potentiator,Vif-APOBEC3F blk,D1 agonist,D1 antag,D1 potentiator,Vif-APOBEC3G blk,RXFP1 ag
Cc1c(/C(O)=C2/C(=O)C(=O)N(CCN3CCOCC3)C2c2cccnc2)cnn1-c1ccccc1 (configuration not stated),1,-3%,-3,?,2,-6,2,-4%,3.8%
CC(C)(C)Cc1c(-c2ccccc2)nc2ccc(Br)cn12,-5,1%,.,-29%,.,.,.,0%,.
COc1ccc(-n2nc(C(=O)NCC(=O)N3CCC(C(N)=O)CC3)c3ccccc3c2=O)cc1,7,0%,9,-5%,1,-6,6,2%,7.4%
CCCn1c(NC(=O)CSCC(=O)Nc2cc(C)on2)nc2ccccc21,8,-3%,-21,0%,1,3,8,0%,3.4%
O=C(NCCCO)/C(=C\c1ccco1)NC(=O)c1ccc(Br)o1,-15,-1%,-3,9%,2,3,-2,-4%,3.6%
Cc1oc(C)c(C(=O)O)c1C(=O)O,4,1%,-2,6%,4,0,-2,0%,-2.0%
COC(=O)C1=C(CS(=O)(=O)c2cc(OC)ccc2OC)NC(=O)NC1c1ccc(O)c(OC)c1 (configuration not stated),13,2%,8,-8%,1,-3,7,4%,0.5%
O=C(NCCc1ccccc1F)C1CCC(=O)N(Cc2ccc(Cl)cc2)C1 (configuration not stated),4,-1%,-14,-3%,3,-23,-1,1%,0.7%
COc1ccc(C(O)c2nc3ccccc3n2C)cc1OC (configuration not stated),-4,-4%,6,0%,16,-27,-5,4%,2.4%
COc1cc2c(c(OC)c1)C(c1ccncc1)CC(=O)N2 (configuration not stated),.,-3%,4,1%,2,-15,-12,2%,0.8%

Reformatted with values under each structure: entries from further up.
Sequence of screens: RXFP1 antag | GRP78 ERSR act | D2 potentiator | Vif-APOBEC3F blk | D1 agonist | D1 antag | D1 potentiator | Vif-APOBEC3G blk | RXFP1 ag
CC(C)(C)Cc1c(-c2ccccc2)nc2ccc(Br)cn12
  -5 | 1% | . | -29% | . | . | . | 0% | .
COc1ccc(-n2nc(C(=O)NCC(=O)N3CCC(C(N)=O)CC3)c3ccccc3c2=O)cc1
  7 | 0% | 9 | -5% | 1 | -6 | 6 | 2% | 7.4%

Only part of the results is shown; count on the stated rates, not on these rows.
